# JMJD2A Tudor inh = blocks the human JMJD2A Tudor domain. O75164. AlphaScreen JMJD2A-Tudor / H3K4me3 peptide binding. Potency, µM (highest dose often 114 µM), for the others: top-dose activity change, negative = inhibition, actives largely listed as inhibitors. 4.4% of 390,000 active; also: potency is read from the fitted curve at half-maximal effect; % is scaled to controls: 0 for no effect and ±100 for the full control effect; nearly all actives have a fitted effect of over 50% in size
# BAZ2B inh = BAZ2B (human) inhibition; AlphaScreen BAZ2B-H3K14Ac peptide displacement; Potency, µM (series often up to 114 µM), for inactives: at the highest dose activity change, negative = inhibition, actives largely listed as inhibitors; 4.4% of 360,000 active; AID 504333; also: potency is read from the fitted curve at half-maximal effect; % is scaled to controls: 0 for no effect and ±100 for the full control effect; nearly all actives have a fitted effect of over 60% in size
#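 Multi-concentration screen (max 110 uM) measuring displacement of acetylated histone H3 peptide from BAZ2B by AlphaScreen, using 50 nM protein, 50 nM peptide and 10 ug/mL streptavidin donor plus Ni-chelate acceptor beads.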
# HP1b chromo inh = inhibitors of HP1-beta chromodomain binding to methylated histone tails. P83916. AlphaScreen HP1-beta / biotin-H3K9me3 peptide binding. Potency, µM (top dose mostly 114 µM), for inactives: at the highest dose activity change, negative = inhibition, usual class: inhibitors. 0.56% of 390,000 active. AID 540317; also: potency is read from the fitted curve at half-maximal effect; nearly all actives have a fitted effect of over 70% in size; inactives centre near 23
# Target sequence (P83916 whole entry, looked up): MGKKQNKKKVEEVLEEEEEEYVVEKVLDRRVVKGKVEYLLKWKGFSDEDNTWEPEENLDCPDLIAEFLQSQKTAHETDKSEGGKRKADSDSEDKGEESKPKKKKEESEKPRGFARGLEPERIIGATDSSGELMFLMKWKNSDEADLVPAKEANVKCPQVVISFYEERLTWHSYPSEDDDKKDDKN
#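 HP1-beta protein (50 nM final) preincubated 30 min at room temperature with biotinylated H3(1-18)K9me3 peptide (50 nM) in PBS pH 7.4, 0.01% Tween-20, then compound added for 30 min. AlphaScreen streptavidin donor/nickel chelate acceptor beads (10 ug/mL final), 30 min dark, luminescence read.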
# PI4K2A inh = PI4K2A (human) kinase inhibition | AID 1346378 | 0.13% of 420,000 active | Q9BTU6 | activity change, negative = inhibition, % at 76.9 µM | purified PI4K2A, ADP-Glo luminescence, 1 h; stronger effect = lower value; in the data active = activity change below about -50%; inconclusive = mostly about -30% to -49%;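 also: -100% = wells without enzyme as full effect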
# Target sequence (Q9BTU6 whole entry, looked up): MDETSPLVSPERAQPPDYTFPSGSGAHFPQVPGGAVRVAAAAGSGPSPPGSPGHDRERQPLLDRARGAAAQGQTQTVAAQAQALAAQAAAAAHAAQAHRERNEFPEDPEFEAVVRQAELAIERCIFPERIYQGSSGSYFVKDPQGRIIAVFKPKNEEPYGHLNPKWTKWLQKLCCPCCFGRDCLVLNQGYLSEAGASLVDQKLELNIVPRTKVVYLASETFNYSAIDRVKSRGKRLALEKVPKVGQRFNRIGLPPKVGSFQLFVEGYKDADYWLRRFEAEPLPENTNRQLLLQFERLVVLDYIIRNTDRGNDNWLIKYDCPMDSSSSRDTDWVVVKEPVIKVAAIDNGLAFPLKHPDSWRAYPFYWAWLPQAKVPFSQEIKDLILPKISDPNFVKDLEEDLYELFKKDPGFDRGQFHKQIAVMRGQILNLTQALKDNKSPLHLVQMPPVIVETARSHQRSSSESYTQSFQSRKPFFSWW
#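 PI4K2A activity was measured by ADP-Glo luminescence: enzyme (4 ug/mL stock) and phosphatidylinositol (1.2 mM stock) in Tris pH 7.5/MgCl2/EGTA/Triton X-100 buffer were reacted with ATP (300 microM stock) for one hour at ambient temperature.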
# GLS inhibitor = blocks human kidney-isoform glutaminase activity. GLS enzymatic activity, qHTS titration. 0.21% of 410,000 active. Potency, µM (top dose mostly 45.5 µM), for the others: at the highest dose activity change, negative = inhibition, most hits filed as inhibitors. O94925; also: potency is read from the fitted curve at half-maximal effect; % is scaled to controls: 0 for no effect and ±100 for the full control effect
#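 Read-out is an Amplex red fluorescence increase coupled through glutamate oxidase and HRP, measured before and after 30 min room-temperature incubation. hKGA is in 45 mM KH2PO4 (pH 8.2) with 0.02% Tween-20; glutamine added as 1mM solution.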
# Pin1 inh = inhibitors of human Pin1; Pin1 FP peptide displacement, HiFluor488, 10 min; AID 504891; Q13526; Potency, µM (series often up to 115 µM), for inactives: top-dose activity, negative = inhibition, actives largely listed as inhibitors; 0.009% of 390,000 active; active = well fitted inhibition curve with a large enough effect in the polarisation, with a control signal flat, not every such curve was filed as active; inconclusive = small, poorly fitted or top-dose-only effect, or effect the other way, or a change in a side signal; inactive = no such curve, though single readings can be large or run the other way; the % refers to the polarisation; also: potency is read from the fitted curve at half-maximal effect; % is scaled to controls: 0 for no effect and ±100 for the full control effect
# Target sequence (Q13526 whole entry, looked up): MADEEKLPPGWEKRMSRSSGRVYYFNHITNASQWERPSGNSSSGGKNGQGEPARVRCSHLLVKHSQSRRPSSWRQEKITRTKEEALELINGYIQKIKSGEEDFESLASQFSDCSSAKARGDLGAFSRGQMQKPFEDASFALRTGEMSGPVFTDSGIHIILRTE
# Tb PGK inh = blocks T. brucei phosphoglycerate kinase. P07378. PGK/GAPDH coupled, Kinase-Glo luminescence, 60 min. Potency, µM (series often up to 57.5 µM), without a hit: top-dose activity change, negative = inhibition, hits mostly inhibitors. 0.043% of 380,000 active. AID 602233; also: potency is read from the fitted curve at half-maximal effect; % is scaled to controls: 0 for no effect and ±100 for the full control effect; nearly all actives have a fitted effect of over 60% in size
#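 Luminescent ATP detection (Kinase-Glo Plus) follows a 60-minute room-temperature incubation, with wells lacking PGK as controls. Buffer: 100 mM TEA (pH 7.6), 5 mM MgCl2, 0.01% Tween-20. Coupling enzyme GAPDH (100 nM final) supplies unstable 1,3-BPG in-well.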
# G9a block = inhibitors of human histone lysine methyltransferase G9a. Q96KQ7. G9a H3K9 monomethylation, AlphaScreen, 2 h. Potency, µM (titrated, usually from 102 µM), for the others: at the highest dose activity, negative = inhibition, actives largely listed as inhibitors. 8.8% of 350,000 active. AID 504332; also: potency is read from the fitted curve at half-maximal effect; % is scaled to controls: 0 for no effect and ±100 for the full control effect; nearly all actives have a fitted effect of over 75% in size
#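 Readings reflect AlphaScreen signal from monomethyl-H3K9 antibody detection. HMT at 20 nM; substrate b-H3K9 500 nM; cofactor SAM 20 uM; 2 h RT reaction; compounds tested as titrations in qHTS with 15 min preincubation.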
# Pol eta inh = blocks human DNA polymerase eta activity | recombinant Pol eta, fluorescent DNA replication assay | Q9Y253 | Potency, µM (doses to about 114 µM), for inactives: at the top dose activity change, negative = inhibition, actives largely listed as inhibitors | AID 588591 | 1.2% of 390,000 active; also: potency is read from the fitted curve at half-maximal effect; % is scaled to controls: 0 for no effect and ±100 for the full control effect
#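 Fluorescent replication assay: 50 nM final substrate added after a 15 min room-temperature compound preincubation with 10 nM enzyme. Signal taken at 0 min and again at 10 min.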
# Starred values were filed as active, the others as inactive; i = inactive; u = inconclusive; x = no result given; [ ] = another dose, or the depositor's remark. Unless noted, calls follow the shape of the dose curve; as a rule, active = well fitted curve in the direction sought with a large enough effect; inconclusive = small, poorly fitted or top-dose-only effect, or another doubt; inactive = no such curve, though single readings can be large; an effect the other way counts as inactive or inconclusive. This is a subset (hit frequency here may not be typical).
SMILES,JMJD2A Tudor inh,BAZ2B inh,HP1b chromo inh,PI4K2A inh,GLS inhibitor,Pin1 inh,Tb PGK inh,G9a block,Pol eta inh
CCCCCCn1c2c(c(=N)c3c1CCC3)CCC2,-5%,-4%,17%,-2,2%,-2%,0%,-1%[12.7 µM],-5%
O=C(NCc1ccco1)C1Cc2ccccc2CN1C(=O)c1ccco1 (stereo not given),u,79µM*,-5%,-6,4%,-15%,i,-4%,32µM*
CC1(C)CC(C)(c2ccc(O)cc2O)N(c2ccc3ccccc3c2)C(=S)N1 (stereo not given),u,45µM*,-33%,3,-6%,-2%,i,u,-9%
Cc1ccc(Cl)cc1NC(=O)c1oc2ccc(S(=O)(=O)N(C)C3CCCCC3)cc2c1C,-2%,4%,29%,1,8%,5%,5%,16%[59 µM],-13%
CC1CCN(S(=O)(=O)c2ccc(NC(=O)C3CC3)cc2)CC1,-8%,-1%,103%[activator],-3,-8%,-2%,i,19%,-13%
CC(C)(C)NC(=O)CSc1nc2[nH]ncc2c(=O)[nH]1,11%,-4%,37%[activator],0,-5%,0%,-10%,-4%,-11%
CC1(C)Oc2ccc3ccc(=O)oc3c2C[C@H]1O,-8%,1%,36%,-1,2%,-1%,1%,-2%[59 µM],4%
COc1cc(NC(=O)CCc2c(C)n(C)c3cc(-c4ccccc4C)nn3c2=O)cc(OC)c1OC,-10%,3%,32%[57 µM],2,8%,2%,i,10%[59 µM],-20%
CN(Cc1ccon1)C(=O)CCc1nnc(CCCCc2ccccc2)o1,7%,6%,45%[activator],0,-3%,-8%,-3%,13%,-22%
O=C(CNC(=S)N(Cc1ccccc1)Cc1ccccc1F)NCCc1ccc(Cl)cc1,-20%,-13%,31%[activator],-4,-24%,1%,2%,4%,-9%
Cc1cccc(N/C(N)=N/c2nc(C(F)(F)F)cc(=O)[nH]2)c1C,u,1%,5%,0,14%,-1%,i,7%[59 µM],u
COc1cc(NC(C)=O)ccc1-c1cc2ccccc2oc1=O,11%,-33%,21%,-4,-5%,10%,2%,x,-3%
CC(=O)N1c2ccccc2CC1C(=O)N1CCN(c2ccccc2F)CC1 (stereo not given),-8%,-7%,20%,-9,1%,4%,-9%,13%[59 µM],-7%
CCCc1cc(=O)[nH]c(SCc2nc(-c3ccc(C)cc3)no2)n1,-25%,9%,18%[57 µM],1,8%,-13%,2%,10%[59 µM],-6%
CC(C)(C)OC(=O)C[C@@H]1C/C=C\C[C@H](CC(=O)N(CCO)Cc2ccccc2)C(=O)NC[C@H](c2ccccc2)OC1=O,-24%,x,19%,3,1%,-3%,-4%,x,-5%
Cc1csc(=O)n1CCC(=O)OCC(=O)NNC(=O)c1ccccc1,3%,-4%,16%,5,0%,0%,8%,56µM*,-4%
COc1ccc2c(C)c(CC(=O)NCCc3ccc(Cl)cc3)c(=O)oc2c1C,-3%,29%,65%[activator],-1,-2%,2%,-7%,12%[59 µM],-3%
COc1cccc(CN(C)C(=O)c2ccc(N3CCCC3)c([N+](=O)[O-])c2)c1,45µM*,u,-11%,1,1%,-10%,-8%,50µM*,4%
COc1ccc(-c2nnc3sc(CCN4C(=O)c5ccccc5C4=O)nn23)cc1,-18%,9%,-8%,0,2%,4%,-3%,45µM*,9%
Cc1cccc(NC(=O)C2C3CCC4C(CCC32)C4(Cl)Cl)c1 (stereo not given),-3%,2%,38%,-3,-2%,-3%,-1%,-8%[59 µM],-19%
CS(=O)(=O)c1ccc2nc(NC(=O)c3ccc(NS(=O)(=O)c4cccc([N+](=O)[O-])c4)cc3)sc2c1,1%,-3%,7%,2,5%,13%,-9%,u,-6%
O=C(CCc1nc(-c2ccccc2)no1)N1CCCC1,-2%,5%,-5%,-12,6%,12%,-17%,-13%,-12%
COc1ccc(-n2c(SCC3OCCO3)nc3c(sc(=S)n3-c3ccccc3)c2=O)cc1OC,-27%,-26%,20%,4,6%,63%[activator],5%,10%[59 µM],-12%
O=C(NCCc1ccccc1)C1c2ccccc2C(=O)N1Cc1cccs1 (stereo not given),-10%,8%,-10%,-8,1%,-2%,-2%,39%,-6%
CCCC(=O)Nc1cc(S(=O)(=O)N(CC)CC)ccc1Cl,-4%,4%,10%,5,8%,4%,-4%,u,-20%

# Entries of single compounds from above. Screens in order: JMJD2A Tudor inh, BAZ2B inh, HP1b chromo inh, PI4K2A inh, GLS inhibitor, Pin1 inh, Tb PGK inh, G9a block, Pol eta inh
# Record of `CC1CCN(S(=O)(=O)c2ccc(NC(=O)C3CC3)cc2)CC1` → -8%, -1%, 103%[activator], -3, -8%, -2%, i, 19%, -13%
# Record of `Cc1cccc(N/C(N)=N/c2nc(C(F)(F)F)cc(=O)[nH]2)c1C` → u, 1%, 5%, 0, 14%, -1%, i, 7%[59 µM], u
# Record of `Cc1cccc(NC(=O)C2C3CCC4C(CCC32)C4(Cl)Cl)c1` (stereo not given) → -3%, 2%, 38%, -3, -2%, -3%, -1%, -8%[59 µM], -19%

# (continued)
SMILES,JMJD2A Tudor inh,BAZ2B inh,HP1b chromo inh,PI4K2A inh,GLS inhibitor,Pin1 inh,Tb PGK inh,G9a block,Pol eta inh
COc1ccccc1/C=C/C(=O)NCCc1ccccn1,-1%,-34%,22%,-11,-17%,-2%,-8%,-17%,-15%
CCOC(=O)c1sc2ncnc(N3CCN(c4ccc(OC)cc4)CC3)c2c1C,u,u,u,1,27%,0%,3%[11.5 µM],13µM*,-6%
Cc1ccc(S(=O)(=O)N(C)C)cc1-n1c(SCC(=O)N(C)C)nc2ccccc2c1=O,-11%,x,33%,1,0%,5%,3%,7%,u
Cc1ccc(Cl)cc1NC(=O)Nn1cnnc1,-17%,1%,28%,8,-5%,0%,-2%,-2%,-18%
CC(C)(C)Nc1nc(Nc2ccc([N+](=O)[O-])cc2)nc(NC(C)(C)C)n1,-26%,-37%,16%,-4,-10%,0%,-8%,x,-26%
N#Cc1ccccc1OCC(=O)OCC(=O)NCc1ccc2c(c1)OCO2,-14%,6%,20%,1,-1%,-4%,-2%,-17%[59 µM],-2%
CCC(=O)Nc1ccc2nc(C3CC3)n(Cc3ccccc3)c(=O)c2c1,2%,-4%,30%,6,4%,-11%,3%,-7%[59 µM],-6%
COc1cc(CN(CC2CCCO2)C(=O)c2ccccc2F)cc(OC)c1OC (stereo not given),-20%,-1%,14%,-2,-6%,-6%,i,-3%[59 µM],-13%
O=C(c1ccc(-c2ccccc2)cc1)C1CCCN(Cc2ccncc2)C1 (stereo not given),u,-12%,6%,6,3%,2%,1%,x,-19%
COc1ccccc1N1CCN(C(=O)c2sc3ncnc(N4CCN(c5ccccn5)CC4)c3c2C)CC1,-32%,u,-5%,6,-6%,5%,-3%,-23%,-15%
OC(CNCc1ccccc1)COc1ccccc1 (stereo not given),-16%,3%,34%,0,0%,-3%,-9%,7%[2.33 µM],-12%
O=C(NCc1ccccn1)C1CCC(CNS(=O)(=O)c2cccc3nsnc23)CC1 (stereo not given),-7%,-22%,58%[activator],-8,2%,-4%,0%,12%,3%
CCCCCCN1C[C@@H](O)[C@H](n2cc(COC(=O)c3ccccc3)nn2)C[C@@H]1c1ccc(Cl)cc1,x,x,x,-6,1%,x,0%,x,-1%
CCOc1ccc(/C=C2/C(=O)N(c3ccc(OC)cc3)C(=S)N2CC(=O)OC)cc1OCC,-31%,4%,-2%,3,-4%,u,i,u,3%
O=C(O)c1cc2c(cc1NC(=O)C1CCCC1)OCCO2,2%,-30%,28%,-5,11%,2%,-7%,u,3%
Cc1cc(NC(=O)CS(=O)CC(=O)Nc2c(C)cccc2C)ccc1-n1cnnn1 (stereo not given),0%,-3%,17%,-3,8%,-6%,1%,-7%,-8%
Cc1ccc(C(=O)Nc2ncccc2O)cc1S(=O)(=O)N1CCCCC1,u,u,16%,-16,34%[activator],2%,0%,u,1%
O=C1CC(c2ccco2)CC2=C1C1c3ccccc3C(=O)N1c1ccccc1N2 (stereo not given),-23%,u,-12%,9,16%,6%,6%,18µM*,-13%
O=C(NCCOCCn1c(=O)oc2ccccc21)Nc1ccc(F)cc1,-4%,-3%,33%,7,1%,-8%,i,3%[59 µM],-12%
CN1C(=O)C2(c3ccccc31)C1CCCC=C1C(C#N)=C(N)C2(C#N)C#N (stereo not given),2%[11.4 µM],23%,38%,-15,23%,u,-7%,-46%[2.33 µM],-22%
O=C1C2CCCCN2C(=O)N1CCCCN1CCN(c2cccc(Cl)c2)CC1 (stereo not given),-25%,-20%,8%,1,27%,6%,i,u,0%
COc1ccc(NC(=O)CN2C(=O)C3(SCC(=O)N3c3ccccc3)c3ccccc32)cc1Cl (stereo not given),-36%,-7%[57.1 µM],-24%,1,2%,2%,-7%,-28%[59 µM],-10%
O=C1N=C(c2ccccc2)C(c2ccccc2)N1 (stereo not given),-24%,u,13%,0,4%,8%,-2%,u,-14%
Cc1ccc(CCNC(=O)c2nnn(-c3cccc(C)c3)c2N)cc1,-30%,-3%,18%,2,-4%,-2%,-7%,18%[59 µM],-4%
C=CCOc1cccc(C(=O)N(C)C2CCCN(Cc3ccccc3F)C2)c1 (stereo not given),-11%,x,33%,-1,13%,0%,9%,x,-15%
Cc1ccc(NC(=O)C2Cc3ccccc3N2C(=O)c2ccccc2)cc1Cl (stereo not given),5%,-2%,39%,2,3%,5%,-4%,9%[12.7 µM],-5%
